CFTR F508del cor: CFTR F508del correction in bronchial cells. actives 0.36% (n = 350,000). AID 720511. activity (quench increase), % at 7.58 µM. CFBE cells, YFP halide quenching; stimulated with forskolin plus potentiator P3; % fluorescence drop versus neutral controls;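 active = mean added fluorescence quench of at least 8% versus neutral control, with both replicates also reaching 8%; inconclusive = only one of the mean or replicate conditions met; inactive = mean below 8% and not both replicates reaching 8%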;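 note: cells transiently co-express mutant CFTR-F508del with the halide-sensitive YFP; corrector assay measuring rescue of mutant channel to the surface after 24 h compound exposure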
EWS-Fli inh: blocks EWS/Fli oncoprotein-driven transcription. A673 NR0B1-luciferase reporter, viability-normalised. inhibition, % at 12.6 µM. actives 0.67% (n = 350,000);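 active = mean inhibition of at least 50% after viability correction, with every replicate also passing that limit; inconclusive = mean reaches 50% but only one of two replicates passes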;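 note: firefly luciferase signal divided by Alamar Blue viability fluorescence both relative to DMSO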
DENV2 CPE rescue: inhibitors of DENV2 cytopathic effect. DENV2-infected cells, cytopathic effect rescue, plate reader. CPE inhibition, % at 9.99 µM. actives 1.7% (n = 350,000); in the data active = CPE inhibition above about 20%, passing the limit was not always enough; inconclusive = no clear call, values can overlap the other calls; tested in BHK-21 cells;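 note: 0% = median of neutral control wells and 100% = median of positive control wells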
ERp5 inh: ERp5 (human) disulfide isomerase inhibition; Q15084; ERp5 insulin aggregation, absorbance 650 nm, 90 min; inhibition, % at 9.99 µM; actives 0.05% (n = 350,000); AID 651711;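 active = mean replicate inhibition above about 25%, with every replicate also reaching it, limit read from the data, passing the limit was not always enough; inconclusive = only one of those two criteria met; inactive = neither criterion met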
Target sequence (Q15084 whole entry, looked up): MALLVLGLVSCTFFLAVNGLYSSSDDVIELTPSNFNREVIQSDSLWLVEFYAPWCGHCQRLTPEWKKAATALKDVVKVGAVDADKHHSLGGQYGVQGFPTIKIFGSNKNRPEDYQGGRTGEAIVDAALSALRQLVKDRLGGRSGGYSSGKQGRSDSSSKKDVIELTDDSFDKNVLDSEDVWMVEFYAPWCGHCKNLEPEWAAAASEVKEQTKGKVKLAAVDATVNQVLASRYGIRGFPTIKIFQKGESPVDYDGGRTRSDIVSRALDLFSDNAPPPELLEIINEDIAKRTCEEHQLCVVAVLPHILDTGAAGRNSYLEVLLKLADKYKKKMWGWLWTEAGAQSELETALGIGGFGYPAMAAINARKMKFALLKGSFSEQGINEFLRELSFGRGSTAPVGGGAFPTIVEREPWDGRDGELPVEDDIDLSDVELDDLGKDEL
XiGFP reactiv: activators of X-chromosome reactivation in mouse fibroblasts; XiGFP mouse fibroblasts, % GFP-positive cells imaging, 3 d; cells co-treated with 5-aza-dC sensitizer; scaled so ellipticine positive control = 100%; activation, % at 7.58 µM; actives 0.055% (n = 360,000); AID 743238;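 active = mean normalized replicate activation at least 10% and every replicate at or above 10%; inconclusive = only one of the two criteria met; inactive = mean below 10% and not all replicates reach 10%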;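 note: 0% = median of on-plate neutral control wells and 100% = ellipticine 6 µM median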
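Schedule: 3 d treatment, 15 min room-temperature fixation; system: 68-5-11 XiGFP fibroblast line; buffer or medium: DMEM plus 5-aza-dC sensitizer; control set: ellipticine 6 µM positive control; compound: one concentration, pinned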
PAX8 inh HTS: inhibitors of PAX8 transcriptional activity in RMG-I cells; RMG-I TPO-luciferase reporter, SteadyGlo, 24 h; inhibition, % at 12.6 µM; actives 1.2% (n = 360,000);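 active = mean replicate inhibition at least 60% with every replicate also reaching 60%; inconclusive = only one of the two criteria is met; inactive = mean below 60% and not all replicates reaching 60%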;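 note: luciferase light reporting Pax8 driven TPO promoter activity; plate controls were median of neutral control wells for no effect and mitoxantrone controls for full effect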
GSIS activator: GLuc luminescence reporter in INS-1E cells, primary screen for activators of glucose-dependent secretion of insulin. INS-1E GLuc reporter insulin secretion, 2-3 h. activation, % at 16.6 µM. actives 0.61% (n = 370,000);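 active = lowest replicate activation of at least 40%, so every replicate reaches that level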;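 note: 0% = median of neutral control wells and 100% = median of IBMX positive control wells; some compounds called inactive have numbers as strong as hits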
ARNT TACC3 PPI: disruptors of human ARNT/TACC3 interaction | Q9Y6A5 | AlphaScreen His-ARNT PAS-B/GST-TACC3 binding, luminescence; TACC3 fragment carries E629A point mutation | inhibition, % at 9.99 µM | AID 623870 | actives 0.66% (n = 390,000);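 active = mean inhibition of replicates at least 50% and at least half of replicates each reaching 50%; inconclusive = half or more replicates reach 50% but mean below 50%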;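 note: 0% = complete ARNT plus TACC3 wells and 100% = ARNT alone without TACC3; many hits fall short of the cut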
The depositor's hits bear a star; ? = inconclusive; . = not tested or not shown; & = joins results of further samples; ! = repeats disagree. Some of the compounds tested; count on the stated rates, not on these rows.

SMILES	CFTR F508del cor	EWS-Fli inh	DENV2 CPE rescue	ERp5 inh	XiGFP reactiv	PAX8 inh HTS	GSIS activator	ARNT TACC3 PPI
CC1CCCC(NC(=O)COC(=O)c2cn(C)c3ccccc23)C1C (centres undefined)	1.5	5	?	3	0.1	3	-18	2
O=P(Oc1ccc(Cl)cc1)(N1CC1)N1CC1	-3.3	11	-7	9	0.0	-8	.	-13
COc1ccc(-c2nn(CCC#N)cc2C(=O)NCc2ccccc2)cc1OC	2.1	10	-1	-1	0.1	-5	7	-2
COc1cccc(Oc2coc3cc(OC(=O)N(C)C)ccc3c2=O)c1	3.4	-1	4	2	-0.1	24	-8	5
O=C(O)[C@@H]1[C@@H](CO)[C@@H]2Cn3c(ccc(-c4ccccc4)c3=O)[C@H]1N2S(=O)(=O)c1ccccc1F	-0.5	-7	-3	18	0.4	-2	5	10
COc1cc(C(=O)N/N=C/C23CC[C@@H](O)CC2(O)CC[C@@H]2[C@@H]3CCC3(C)C(C4=CC(=O)OC4)CCC23O)ccc1O (some centres undefined)	-2.6	-1	0	22	-0.6	-14	21	0
O=C(COC(=O)Cc1ccccc1)NCCNC(=O)COC(=O)Cc1ccccc1	0.5	-2	5	3	0.2	1	6	-3
O=C1NC(=S)NC(=O)C1c1ccccc1	1.4	5	18	0	0.0	-10	24	-5
CCCc1nnc(NC(=O)CCC(=O)N2CCC3(CC2)OCCO3)s1	1.1	-10	2	2	0.2	-1	-1	-6
COc1ccc(C(=O)C2CCCN(Cc3ccc(C)s3)C2)c(OC)c1 (centres undefined)	2.5	-8	-3	-1	-0.1	23	-9	2
c1ccc2nc(N3CCNCC3)ccc2c1	9.8*!	4&-6	-4&2	-3&3	0.2&0.0	6&-14	2	-4&-4
COc1ccc(OC)c(NC2=NCCS2)c1	2.4	-3	-2	2	-0.1	2	-3	0
c1ccc(C(c2ccccc2)c2cccnc2)cc1	-1.0	-8	-2	-2	-0.1	-1	1	1
CC[n+]1c(-c2ccccc2)c2cc(N)ccc2c2ccc(N)cc21	10*	13	0	1	1.7	110*	-38	1
CCN(CC)C(=O)c1ccc(NC(=O)COc2ccccc2F)cc1	2.0	-19	.	6	0.0	-23	-6	-17
C[C@H](NC(=O)N1C[C@H]2C[C@@H](C1)c1cccc(=O)n1C2)C(=O)Nc1ccc(F)c(F)c1	-2.2	0	-6	-1	.	.	4	-21
Cc1ccccc1-n1c(O)c(/C=N/c2nccs2)c(=O)[nH]c1=O	0.4&1.0	1&-5	8&0	3&-2	0.0&0.0	4&20	10&2	-7
Cc1cccc(C)c1-n1nnnc1C(c1ccnc2ccccc12)N1CCC2(CC1)C(=O)NCN2c1ccccc1 (centres undefined)	-1.8	19	-11	1	0.1	-21	-27	.
C=CCn1c(O)c(C=NCCCn2ccnc2)c(=O)[nH]c1=O	1.9	-3	?	3	0.6	21	13	-7
C=CCn1c(O)c(C(C)=NCCC(c2ccccc2)c2ccccc2)c(=O)[nH]c1=O	.	.	.	.	0.0	22	-38	-31
CC(C)c1ccc(C2NCc3ccccc3-n3cccc32)cc1 (centres undefined)	-0.5	24	-4	-4	0.0	0	-60	3
Cc1c(N=Nc2c(O)n(-c3ccc(Br)cc3)c(=O)[nH]c2=O)c(=O)n(-c2ccccc2)n1C	-1.2	15	-5	-4	-0.1	23	12	61*
O=[N+]([O-])c1cccc(CN2CCN(Cc3ccc(Br)cc3)CC2)c1	0.6	15	-5	0	0.2	31	-6	13
Cc1cc(OCC(=O)N2CCC(C(=O)NCC(C)C)CC2)c2c3c(c(=O)oc2c1)CCCC3	0.3	.	8	4	0.0	3	6	-3
CC(C)c1ccc(N=Nc2c(O)[nH]c(=O)[nH]c2=O)cc1	-0.2	-66	-2	-9	0.0	7	5	0
COC(=O)C1=C(c2ccc(F)cc2F)C[C@@H]2CC[C@H]1N2C(=O)NC1Cc2ccccc2C1	0.8	0	-11	-5	0.0	-3	-31	-5
CNc1cc(Cl)c2nonc2c1[N+](=O)[O-]	-6.9	31	-2	-6	2.7	?	51*	4
COc1ccc(C(O)P(=O)(Oc2ccccc2)Oc2ccccc2)cc1 (centres undefined)	0.6	4	-2	2	-0.1	6	-14	-28
NCCCCCC(=O)OC1N=C(c2ccccc2Cl)c2cc(Br)ccc2NC1=O (centres undefined)	-0.8	-2	-5	-11	0.3	12	12	2
c1ccc(CCN2CCCCC2)nc1	-0.7	7	-10	0	0.2	5	12	1
Oc1ccc2c3c1OC1c4[nH]c5ccccc5c4C[C@@]4(O)C(C2)N(CC2CC2)CC[C@]314 (some centres undefined)	2.5	10	-10	2	.	.	-7	5
Cn1c(O)c(N=Nc2cccc(S(=O)(=O)N3CCOCC3)c2)c(=O)n(C)c1=O	-4.1	12	?	0	0.0	-13	3	.
COc1ccc(C(c2nnnn2-c2c(C)cccc2C)N2CCC3(CC2)C(=O)NCN3c2ccccc2)cc1 (centres undefined)	-3.3	-6	4	-4	0.0	-4	-43	.
CN1C(=O)NC(=O)/C(=C/c2ccc([N+](=O)[O-])s2)C1=O	-1.3	5	-5	.	0.0	3	.	19
COc1ccc2nc(NC3=NCCN3)sc2c1	0.4	-70	-4	6	0.2	46	2	0
CC(C)(C)C(=O)N1Cc2cc(-c3ccccc3)ccc2-n2nncc2C1	-2.2	5	-4	2	.	-12	3	.
COC(=O)C1=C(c2ccc(-c3ccccc3)c(F)c2)C[C@@H]2CC[C@H]1N2C(=O)N1CCCC1	1.6	21	-20	0	-0.3	4	13	9
S=P(NCCNP(=S)(N1CC1)N1CC1)(N1CC1)N1CC1	2.1	9	?	-4	0.1	-2	20	30
O=[N+]([O-])c1ccccc1CCl	-0.6	3	-10	2	.	.	7	.
C[C@@H]1CN([C@@H](C)CO)C(=O)CCCn2nncc2CO[C@H]1CN(C)C(=O)Oc1cccc2ccccc12	-0.2&3.5&3.4	-14&-1&3	0&5	0&5	-0.1&0.0	15&-14&1	3&9	1

3 compounds from above, limited to XiGFP reactiv and DENV2 CPE rescue.
| mol | XiGFP reactiv | DENV2 CPE rescue |
| --- | --- | --- |
| Oc1ccc2c3c1OC1c4[nH]c5ccccc5c4C[C@@]4(O)C(C2)N(CC2CC2)CC[C@]314 (some centres undefined) | . | -10 |
| Cn1c(O)c(N=Nc2cccc(S(=O)(=O)N3CCOCC3)c2)c(=O)n(C)c1=O | 0.0 | ? |
| COc1ccc(C(c2nnnn2-c2c(C)cccc2C)N2CCC3(CC2)C(=O)NCN3c2ccccc2)cc1 (centres undefined) | 0.0 | 4 |

Later entries.
SMILES	CFTR F508del cor	EWS-Fli inh	DENV2 CPE rescue	ERp5 inh	XiGFP reactiv	PAX8 inh HTS	GSIS activator	ARNT TACC3 PPI
CC12Cc3cn[nH]c3C=C1CCC1C2CCC2(C)C1CCC2(C)O (centres undefined)	2.9	-6	13	-13	0.0	34	-7	-1
O=[N+]([O-])c1ccc(C(c2ccc([N+](=O)[O-])cc2)c2ccc([N+](=O)[O-])cc2)cc1	-0.5	7	-6	-2	-0.1	8	18	-2
COC(=O)[C@H]1[C@H](CO)[C@H]2Cn3c(ccc(-c4ccccc4)c3=O)[C@@H]1N2CC1CCCCC1	1.0	14	-2	1	0.5	2	-16	-13
CSc1ccccc1C(=O)C1CCCN(Cc2ccn[nH]2)C1 (centres undefined)	.	.	.	.	0.0	17	9	3
CCN(CC)C(=O)c1ccc2c(c1)C1C=CCC1C(C(=O)O)N2 (centres undefined)	-0.2	-3	-1	0	0.0	3	-5	13*
Cc1c(N=Cc2c(O)n(C)c(=O)[nH]c2=O)c(=O)n(-c2ccccc2)n1C	-1.6	11	2	1	0.1	22	9	.
CC(=O)C1(O)CCC2C3CCC4=C(Cl)C(=O)CCC4(C)C3CCC21C (centres undefined)	-5.4	6	0	-5	0.0	16	-14	-4
O=C(O)COc1ccccc1	0.3	1	7	1	.	.	-4	.
Cc1cc(C=O)c(C)n1C1CC1	3.9	-2	-6	-2	0.2	7	-8	3
O=C1NC(=O)C(=Cc2ccc(-c3ccc(F)cc3O)o2)C(=O)N1	0.0	27	.	-2	1.0	13	.	-14
COC(=O)C1=C(c2ccc(S(C)(=O)=O)cc2)C[C@@H]2CC[C@H]1N2C(=O)N1CCC(O)CC1	0.0	4	-3	-3	0.1	-9	2	.
COc1cc(C)c(CN2CC=C(c3ccc(F)cc3)CC2)cc1C	0.6	4	6	7	0.1	-6	-25	2
O=C1CCN(C(=O)C(Cl)Cl)N1	2.9	12	2	1	-0.1	-2	3	.
O=C(c1cn(Cc2ccccc2F)c2ncccc12)C(F)(F)F	0.9	13	-3	0	0.3	-11	23	20
COc1cc2c(cc1O)C[C@H]1NCCc3cc4c(c-2c31)OCO4	5.5	20	-2	-2	0.0	86*	18	52*
O=C(Cc1ccccc1F)N1CCN(CC(=O)N2CCCC2)CC1	2.2	5	0	-2	0.3	20	13	27
O=C1NCN(c2ccccc2)C12CCN(C(CCc1ccccc1)c1nnnn1C1CCCCC1)CC2 (centres undefined)	2.6	-2	?	-2	0.0	24	-15	.
CCOC(=O)[C@]12Cc3cc(C)ccc3[C@H]1N(C(C)C)C(=O)c1ccccc12	-2.4	26	3	-5	0.2	56	-35	.
O=C(COC(=O)Cc1ccccc1)Nc1cccnc1Cl	1.0	11	-4	10	0.2	-4	-5	-4
O=c1[nH]c(=O)n(CCC2=CCCCC2)c(O)c1/C=N/N1CCOCC1	-1.4	-5	-1	2	0.1	0	1	-7
C[C@H](N)CN1CCc2ccc(Br)cc21	-2.7	-2	7	-1	0.0	13	.	3
CC(=NCCCO)c1c(O)[nH]c(=O)[nH]c1=O	.	-9	-4	-1	0.3	13	-4	.
C=C1C(=O)O[C@@H]2C[C@@H](C)[C@@H]3C4OC4C(=O)[C@@]3(C)[C@@H](O)[C@H]12 (some centres undefined)	-4.6	73*	-8	-3	1.5	104*	-32	15
CCC(=NCCCn1ccnc1)c1c(O)n(-c2ccccc2)c(=O)[nH]c1=O	-1.8	0	-3	8	0.4	-9	-6	9
Cc1cccc(OCC(=O)N2CCN(Cc3ccc4c(c3)OCO4)CC2)c1	-1.0	6	4	4	0.0	4	2	0
O=C1NC(=O)C(=CCc2ccccc2)C(=O)N1	-0.2	-9	7	4	0.0	-4	-5	3
COC1=C(C)C(=O)O[C@]12C(=O)C(C)=C1CCCCN3[C@H]([C@@H]4C[C@H](C)C(=O)O4)CC[C@]132	-2.9	6	13	6	0.2	-12	-8	0
COc1ccc(OC)c(CNCCc2ccc(OC)c(OC)c2)c1	1.2	0	1	-2	0.1	-2	4	1
CN1CCN2c3ccc(N)cc3CC3(C(=O)NC(=O)NC3=O)C2C1 (centres undefined)	0.4	-12	-5	1	0.0	-9	.	.
CC(C)Cc1nc(N2CCNCC2)c(C#N)c2c1CCC2	0.1	3	-15	3	-0.1	-3	-27	.
CC(=O)/C=C/c1ccccc1	0.1	-5	-11	1	.	.	13	-4
CN(C)C(=O)Oc1ccc(OCc2n(C)c3ccccc3[n+]2C)cc1	.	.	.	.	-0.1	0	22	-6
CCOC(=O)C1(c2ccccc2)CCN(CCc2ccc(NC(=O)CCC(=O)O)cc2)CC1	-2.2	-8	-5	-1	0.2	9	6	3
COc1cc(CCN)ccc1O	0.4	2	2	-9	-0.1	-18	.	3
